From PubChem
ER stress surv – ER stress cell death inhibition | relative survival (cellular ATP), % at 15 µg/mL (by protocol) | CSM14.1 thapsigargin ER stress survival, ATP luminescence | 48,000 tested, 0.33% active | AID 1010;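 active means survival measured by cellular ATP above 50% at 15 µg/ml in the first screen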;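 further: cell death triggered by about 15 µM thapsigargin; ATP read 24 h after thapsigargin was added; plate controls were thapsigargin with DMSO for no effect and DMSO without thapsigargin for full effect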
Active calls of the source: *.

How did COc1ccc(-c2cc(C(F)(F)F)n3ncc(C(=O)Nc4cc(Cl)ccc4O)c3n2)cc1 do in these assays?
ER stress surv: -2

How did CS(=O)(=O)N(CC(=O)N1CCOCC1)c1ccc(Oc2ccccc2)cc1 do in these assays?
ER stress surv: 7

How did O=c1[nH]nc(SCc2cccc3ccccc23)c(=O)[nH]1 do in these assays?
ER stress surv: 4

What do the screens show for `CC(C)c1ccccc1NC(=O)CCN1C(=O)c2ccccc2C1=O`?
ER stress surv: 8

What do the screens show for `C=C(C)CNC(=S)NNC(=O)c1cccc(C)c1[N+](=O)[O-]`?
ER stress surv: 4

Results for Cc1ccccc1OCC(=O)N1CCCc2ccccc21 ?
ER stress surv: 5

How did CC12C=CC(O1)C1C(=O)N(c3ccccc3)C(=O)C12 (stereo unspecified) do in these assays?
ER stress surv: -20

How did COc1cc(NC(=O)/C=C/c2ccc(OC)c(Br)c2)c(OC)cc1Cl do in these assays?
ER stress surv: 13

How did O=C(Nc1ccc2ccccc2c1)/C(=C\c1ccc(Br)cc1)NC(=O)c1ccco1 do in these assays?
ER stress surv: 3

What do the screens show for `CCOC(=O)C1=C(C)N=c2s/c(=C\c3cccc(OC)c3O)c(=O)n2C1c1ccc(OC)cc1` (stereo unspecified)?
ER stress surv: 14

Results for Cc1cccc(C)c1N(CC(=O)NN=C1CCCCCCC1)S(C)(=O)=O ?
ER stress surv: 3

Results for CCOC(=O)c1[nH]c2c([N+](=O)[O-])cc(C)cc2c1C ?
ER stress surv: 10

How did CC(=O)N(C1=C(Cl)C(=O)c2ccccc2C1=O)c1cccc(Br)c1 do in these assays?
ER stress surv: 11

How did O=C(Nc1ccc(I)cc1Cl)c1cccc(OCc2ccccc2)c1 do in these assays?
ER stress surv: 3

Results for Cc1ccc(C(=O)Nc2c(C(=O)Nc3ccccc3)cnn2-c2ccccc2)cc1 ?
ER stress surv: 3

Results for O=C(N/C(=C/c1ccc(Cl)cc1)C(=O)N1CCCC1)c1ccccc1 ?
ER stress surv: 0

How did Brc1cc2c(cc1/C=N/Nc1nc3ccccc3s1)OCO2 do in these assays?
ER stress surv: 5

What do the screens show for `Cc1cc2sc3ccccc3c(=O)c2cc1O`?
ER stress surv: 0

Results for O=C1NC(=S)N(c2ccccc2)C(=O)/C1=C/c1cc(Cl)cc(Cl)c1O ?
ER stress surv: 25

Results for CC(C)(C)C(=O)/C=C/c1ccc([N+](=O)[O-])cc1 ?
ER stress surv: -5

What do the screens show for `O=C(c1ccc(Br)cc1)c1ccc2c(c1)OCCO2`?
ER stress surv: 7

What do the screens show for `O=C1C(Nc2ccc(Cl)cc2)=C(N2CCOCC2)C(=O)c2ccccc21`?
ER stress surv: 5

Results for O=C(NC(=S)Nc1ccc(Cl)cc1Cl)c1cccs1 ?
ER stress surv: -1

How did O=Cc1ccc(-c2ccc(F)cc2F)o1 do in these assays?
ER stress surv: 7

Results for O=C(CSc1nc2ccc(N3C(=O)c4ccccc4C3=O)cc2s1)Nc1ccccc1F ?
ER stress surv: 0

What do the screens show for `CCOC(=O)c1ccc(-c2ccc(/C=C3/SC(N)=NC3=O)o2)cc1`?
ER stress surv: 8

What do the screens show for `CC1(C)CC(=O)c2cc(C(=O)NCCO)c(=O)n(-c3ccccc3)c2C1`?
ER stress surv: 12

Results for CCOC(=O)C(=CNc1cc(Cl)ccc1OC)C(=O)OCC ?
ER stress surv: -19

Results for COc1ccc(C(CC(=O)c2ccccc2)S(=O)(=O)c2ccc(C)cc2)cc1 (stereo unspecified) ?
ER stress surv: 7

What do the screens show for `COc1cccc(C(=O)N2CCN(C(=O)c3cccs3)CC2)c1`?
ER stress surv: -2

Results for COCCc1nnc(NC(=O)Cc2ccccc2)s1 ?
ER stress surv: 9

How did COc1cc(C(=O)O/N=C(/c2ccncc2)c2ccc([N+](=O)[O-])cc2)cc(OC)c1OC do in these assays?
ER stress surv: 9

Results for COC(=O)C1=C(O)/C(=C\c2ccc([N+](=O)[O-])cc2)N=C1C ?
ER stress surv: 9

What do the screens show for `Cc1ccc(NC(=O)CN(c2cccc([N+](=O)[O-])c2)S(=O)(=O)c2ccccc2)cc1Cl`?
ER stress surv: -1

How did NS(=O)(=O)c1cccc(NC(=O)c2ccc(Br)o2)c1 do in these assays?
ER stress surv: -3

What do the screens show for `O=C1/C(=C\c2ccc3c(c2)OCO3)C(c2ccccc2)=NN1c1ccccc1`?
ER stress surv: 5

How did COC(=O)C[N+]1=Cc2cc(OC)c(OC)cc2CC1(C)C do in these assays?
ER stress surv: 9

How did CC(C)(C)c1ccc(OCC(=O)Nc2ccc(C(=O)O)cc2)cc1 do in these assays?
ER stress surv: -4

What do the screens show for `O=C(/C=C/Nc1cc(Cl)cc(Cl)c1)c1ccccc1`?
ER stress surv: 7

How did CC(C)(C)c1cc(C(F)(F)F)nc(NC(=O)NS(=O)(=O)c2ccccc2Cl)n1 do in these assays?
ER stress surv: -2

What do the screens show for `COc1ccc(-c2nnc(-c3sc4cc(C)ccc4c3Cl)o2)cc1`?
ER stress surv: 2

What do the screens show for `O=C(Nc1ccccc1)c1cccc(C(=O)Nc2ccccc2)c1`?
ER stress surv: 1

Results for NC(=O)c1cccc(N2C(=O)C=CC2=O)c1 ?
ER stress surv: 9

Results for COC(=O)C1=C(C)N(C)C(=O)/C1=C\c1ccc(Br)cc1 ?
ER stress surv: 0

How did CCCCn1c(CCCO)nc2ccccc21 do in these assays?
ER stress surv: 0

What do the screens show for `O=Cc1cc(OCc2ccccc2)ccc1O`?
ER stress surv: 11

What do the screens show for `CCOC(=O)C1=C(C)NC2=C(C(=O)c3ccccc32)C1c1ccc(OC)c(OC)c1` (stereo unspecified)?
ER stress surv: 2

What do the screens show for `CCOc1cc(/C=C2/SC(=S)N(C)C2=O)cc(Br)c1OCc1ccccc1F`?
ER stress surv: 3

Results for Cc1ccccc1NC(=O)C1CC(=O)N(c2ccc(Cl)cc2)C1 (stereo unspecified) ?
ER stress surv: 9

What do the screens show for `Oc1ccccc1-c1nc(-c2ccccc2)c(-c2cccs2)[nH]1`?
ER stress surv: 3

Results for CCC(c1ccccc1)c1nnc(N)s1 (stereo unspecified) ?
ER stress surv: 7

Results for O=C1NC(=Nc2ccc(Br)cc2)S/C1=C\c1ccc([N+](=O)[O-])cc1 ?
ER stress surv: 22

What do the screens show for `CC1C(c2ccccc2)NC(c2ccccc2)C(C)C1(O)c1ccccc1` (stereo unspecified)?
ER stress surv: -5

How did CCOc1cc(/C=C(\C#N)c2nc3ccc(C)cc3[nH]2)cc(I)c1OC do in these assays?
ER stress surv: 6

What do the screens show for `CCOC(=O)c1[nH]c(C)c(C(C)=O)c1C`?
ER stress surv: -1

How did O=C1CC(S(=O)(=O)O)c2ccccc2/C1=N/O (stereo unspecified) do in these assays?
ER stress surv: -11

How did C=CCn1c(-c2cccc(Cl)c2)n[nH]c1=S do in these assays?
ER stress surv: 11

How did CCOc1ccc2ccccc2c1/C=N\NC(=O)c1ccc([N+](=O)[O-])cc1 do in these assays?
ER stress surv: 5

How did CC1=C(C(=O)OC2CCCC2)C(c2cc3c(cc2[N+](=O)[O-])OCO3)NC(=O)N1C (stereo unspecified) do in these assays?
ER stress surv: 0

What do the screens show for `Cc1ccc(-n2nc3cc(C)c(NC(=O)COc4ccc([N+](=O)[O-])cc4)cc3n2)cc1`?
ER stress surv: -2

What do the screens show for `Cc1ccc(S(=O)(=O)N(C)c2ccc(Br)cc2C(=O)c2ccccc2)cc1`?
ER stress surv: 7

How did CCN(CC)c1ccc(/C=N/n2c(C)nnc2C)cc1 do in these assays?
ER stress surv: 3

What do the screens show for `O=C(NCc1ccco1)/C(=C/c1cccc2ccccc12)NC(=O)c1ccccc1`?
ER stress surv: 8

How did NC(=O)c1c(NC(=S)NC(=O)c2ccccc2Cl)sc2c1CCC2 do in these assays?
ER stress surv: 2

Results for Cc1cc(OCC(=O)Nc2cccc(Cl)c2C)ccc1Cl ?
ER stress surv: 8

How did Cc1cc(OCC(=O)Nc2ccc(N3CCOCC3)cc2)ccc1Br do in these assays?
ER stress surv: 10

Results for NC(=O)c1c(N)sc2c1CCCCCCCCCC2 ?
ER stress surv: 1

Results for Cc1ccc(N=C2NC(=O)/C(=C/c3ccccc3F)S2)cc1 ?
ER stress surv: 1

What do the screens show for `CC1=NN(c2nc(-c3ccc(Br)cc3)cs2)C(=O)C1C` (stereo unspecified)?
ER stress surv: 2

Results for COc1cc(NC(=O)c2nn3c(C(F)(F)F)cc(-c4ccccc4)nc3c2Br)c(OC)cc1Cl ?
ER stress surv: 0

How did O=C(CC(c1ccccc1)c1ccccc1)Nc1ccc2ccccc2c1 do in these assays?
ER stress surv: 6

Results for CCCc1c(C)nc2ccc(OC)cc2c1Cl ?
ER stress surv: -2

Results for CCOc1ccc2ccccc2c1/C=C1/C(=O)NC(=O)N(C)C1=O ?
ER stress surv: 4

What do the screens show for `CC(Oc1ccccc1)C(=O)Nc1ccncc1` (stereo unspecified)?
ER stress surv: 0

What do the screens show for `C=CCSc1nnc2sc3ccccc3n12`?
ER stress surv: 2

How did Nc1nonc1-n1nnc(C(=O)N/N=C/c2ccc(O)cc2)c1-c1ccccc1 do in these assays?
ER stress surv: 14

How did COC(=O)CCN1C(=O)/C(=C/c2ccc(Cl)cc2Cl)SC1=S do in these assays?
ER stress surv: 9

How did Cc1cccc(C(=O)Oc2ccc(/C=C3/N=C(c4ccccc4)OC3=O)cc2)c1 do in these assays?
ER stress surv: -7

Results for COc1ccc(S(=O)(=O)N2CCN(Cc3ccccc3C)CC2)cc1 ?
ER stress surv: -1

Results for CCOc1ccccc1N1CCN(C(=O)C(C)Oc2cccc(Cl)c2)CC1 (stereo unspecified) ?
ER stress surv: 0

How did Cc1ccccc1C=Nc1ccc(O)cc1 do in these assays?
ER stress surv: -10

Results for O=C(c1ccc(F)cc1)c1ccc(N2CCCCCC2)cc1 ?
ER stress surv: 6

How did C=CCSc1nc2ccccc2c(=O)[nH]1 do in these assays?
ER stress surv: 4

What do the screens show for `O=C1N=C2SC=CN2C(=O)C1Cc1ccccc1` (stereo unspecified)?
ER stress surv: 5

A draw from above in order of formula weight, rising:
How did Cc1ccccc1C=Nc1ccc(O)cc1 do in these assays?
ER stress surv: -10

What do the screens show for `C=CCSc1nnc2sc3ccccc3n12`?
ER stress surv: 2

What do the screens show for `O=C1N=C2SC=CN2C(=O)C1Cc1ccccc1` (stereo unspecified)?
ER stress surv: 5

Carrying on.
Results for COCCOC(=O)c1c(C)oc2ccc(OS(C)(=O)=O)cc12 ?
ER stress surv: 1

What do the screens show for `Cc1no[n+]([O-])c1COc1cccc(/C=C2\SC(=S)NC2=O)c1`?
ER stress surv: 0

What do the screens show for `COc1cccc(N2C(=O)C(=O)/C(=C(\O)c3ccccc3)C2c2ccccc2F)c1` (stereo unspecified)?
ER stress surv: 9

Results for COc1cc(C(=O)Oc2ccc(/C=N/NC(=O)COc3cccc4ccccc34)cc2)cc(OC)c1OC ?
ER stress surv: 6

What do the screens show for `O=C1NC(=S)S/C1=C\c1cn(Cc2ccccc2F)c2ccccc12`?
ER stress surv: 2

How did Cc1cccc(-c2noc(-c3ccc(Cl)cc3Cl)n2)c1 do in these assays?
ER stress surv: -7

What do the screens show for `CC12CCCCC1C2C(=O)N/N=C\c1ccc(Cl)cc1Cl` (stereo unspecified)?
ER stress surv: 0

How did Cc1ccc(Cl)cc1N1C(=O)C2C(c3ccc(Cl)cc3)OC3(C(=O)c4ccccc4C3=O)C2C1=O (stereo unspecified) do in these assays?
ER stress surv: 14

How did CCc1c(C)nc2ccc(Br)cc2c1SCC(=O)O do in these assays?
ER stress surv: -2

What do the screens show for `CCOc1ccccc1OCCN1CCOCC1`?
ER stress surv: 9

What do the screens show for `O=C(/C=C/c1ccco1)Nc1ccc(C(=O)Nc2cccc(-c3nc4ccccc4o3)c2)cc1`?
ER stress surv: 37

Results for O=C(O)C1Nc2c(Cl)cc(Cl)cc2C2C=CCC12 (stereo unspecified) ?
ER stress surv: 3

Results for Cc1ccc(NC(=O)NC2CCCC2)cc1 ?
ER stress surv: 13

What do the screens show for `CC(=O)c1c(C)nc(C)c(C(C)=O)c1-c1ccccc1`?
ER stress surv: 5

What do the screens show for `COc1cc(C2Nc3ccccc3NC3=C2C(=O)CC(c2ccccc2)C3)cc(Cl)c1O` (stereo unspecified)?
ER stress surv: 4

Results for COc1ccc(NC(=O)c2cnn(-c3ccccc3)c2NC(=O)c2ccc(C)cc2)cc1 ?
ER stress surv: 11

Results for CC(O)c1ccc(NC(=O)c2cnn3c2NC(c2cccs2)CC3C(F)(F)F)cc1 (stereo unspecified) ?
ER stress surv: -5

How did COc1ccccc1OCCCCOc1c(C)cccc1C do in these assays?
ER stress surv: -1

How did CC(NC(=O)C12CC3CC(CC(C3)C1)C2)C(=O)NC1CCCCC1 (stereo unspecified) do in these assays?
ER stress surv: -1

What do the screens show for `C=CCN1C(=O)/C(=C\c2ccc(-c3cc(Cl)cc(Cl)c3)o2)SC1=S`?
ER stress surv: 12

Compounds listed so far that contain an NH in an aromatic ring (seven):
How did O=c1[nH]nc(SCc2cccc3ccccc23)c(=O)[nH]1 do in these assays?
ER stress surv: 4

Results for CCOC(=O)c1[nH]c2c([N+](=O)[O-])cc(C)cc2c1C ?
ER stress surv: 10

What do the screens show for `Oc1ccccc1-c1nc(-c2ccccc2)c(-c2cccs2)[nH]1`?
ER stress surv: 3

How did CCOc1cc(/C=C(\C#N)c2nc3ccc(C)cc3[nH]2)cc(I)c1OC do in these assays?
ER stress surv: 6

What do the screens show for `CCOC(=O)c1[nH]c(C)c(C(C)=O)c1C`?
ER stress surv: -1

How did C=CCn1c(-c2cccc(Cl)c2)n[nH]c1=S do in these assays?
ER stress surv: 11

How did C=CCSc1nc2ccccc2c(=O)[nH]1 do in these assays?
ER stress surv: 4

These rows are one share of the data; the hit share may differ from the screen's.
